Screens deposited in PubChem BioAssay by several laboratories.
G6PDH CS = counter-screen for G6PDH assay hits: L. mesenteroides G6PDH inhibition; AID 1020; inhibition, % at 5 µM; 200,000 compounds, 0.12% hits; Purified L. mesenteroides G6PDH, diaphorase/resazurin coupled fluorescence, 45 min
Diaph act CS = activates diaphorase or chemically reduces, flagging diaphorase assay artifacts. 190,000 compounds, 0.005% hits. Diaphorase/resazurin coupled assay, resorufin fluorescence, 16 min; hits give high values; 1 = vehicle wells, 0 = NADH-free wells. activation factor at 20 µM. AID 1229;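 active means diaphorase activity raised at least twofold by the compound at 20 µM; inactive means activation factor below 2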
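Material: purified diaphorase enzyme from Clostridium kluyveri / Medium: HEPES pH 7.4 buffer with MgCl2 and Tween 20 / Schedule: enzyme reaction of 16 min at room temperature / Measured by: resorufin fluorescence, excitation 544 nm, emission 590 nm / Evaluation: rise in resorufin formation, marking diaphorase activation or chemical reduction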
PMI act satM6P = increases human PMI activity with near-saturating mannose 6-phosphate. P34949. coupled PMI enzyme assay, resazurin fluorescence, 20 min; hits give high values; 1 = untreated enzyme, 0 = substrate-free blank. activation factor at 20 µM. 190,000 compounds, 0.34% hits;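 active means activation factor of 2 or more at 20 µM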
Target sequence (P34949 whole entry, looked up): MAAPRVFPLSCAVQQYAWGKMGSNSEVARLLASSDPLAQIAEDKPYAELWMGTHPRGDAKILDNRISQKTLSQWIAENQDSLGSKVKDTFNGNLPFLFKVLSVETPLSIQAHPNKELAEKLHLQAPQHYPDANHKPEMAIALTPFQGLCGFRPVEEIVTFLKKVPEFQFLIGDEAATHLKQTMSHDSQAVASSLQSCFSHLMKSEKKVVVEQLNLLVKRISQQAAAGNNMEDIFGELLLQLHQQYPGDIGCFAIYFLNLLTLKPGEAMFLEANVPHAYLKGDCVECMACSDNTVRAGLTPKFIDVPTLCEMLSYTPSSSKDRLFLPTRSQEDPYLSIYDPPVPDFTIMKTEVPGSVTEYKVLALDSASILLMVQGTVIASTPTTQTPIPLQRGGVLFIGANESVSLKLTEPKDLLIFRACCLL
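Test system: Human PMI in coupled enzyme assay | Input: 15 ng/mL PMI | Medium: HEPES-buffered pH 7.4 with magnesium and detergent | Compound: One concentration, 20 µM, in 1% DMSO | Incubation: Enzyme reaction with compound 20 min at room temperature | Detection: Diaphorase-driven resazurin-to-resorufin fluorescence, excitation 544, emission 590 nm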
PMI act = activators of human phosphomannose isomerase; AID 1214; purified human PMI, coupled resazurin fluorescence, 20 min; hits give high values; 1 = vehicle control, 0 substrate-free wells; 190,000 compounds, 0.005% hits; P34949; activation factor at 20 µM;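 active means activation factor of 2 or more at 20 µM, relative to plate controls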
L major viab = inhibitors of Leishmania major promastigote growth | inhibition, % at 10 µM | 200,000 compounds, 9% hits | Leishmania major promastigotes, resazurin fluorescence viability;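 further: promastigotes grown with compound for 44 hours at 28 °C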
Diaphorase inh = counter-screen for diaphorase-based assays: diaphorase inhibitors and chemical oxidizers; 190,000 compounds, 0.69% hits; AID 1217; inhibition, % at 20 µM; diaphorase resazurin-to-resorufin fluorescence, NADH, 16 min; bacterial (C. kluyveri) enzyme, not human;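 active means primary screen inhibition at 20 µM above a set limit, cut at about 50% in these data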;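 further: plate controls were DMSO with full reaction for no effect and wells lacking NADH for full effect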
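Test system: bacterial diaphorase enzyme (C. kluyveri); Quantity: 0.14 U/mL diaphorase, enzyme working solution; Times: reaction incubation of 16 min at room temperature; Measured by: fluorescence of resorufin formed from resazurin, Ex 544/Em 590 nm; Benchmarks: positive control minus NADH, DMSO neutral control.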
DTT redox prof = compounds producing H2O2 with reducing agent – biochemical, NIH compound library profiling, artefact control for MLSCN library redox annotation, primary screen; DTT-dependent redox cycling H2O2, phenol red/HRP absorbance; 100% = 100 µM peroxide control, 0% = buffer; activation, % at 10 µM; 200,000 compounds, 0.03% hits;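 active means activation of at least 50% relative to the plate's high and low controls in the primary single-dose screen; inactive means activation below 50%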;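 further: compound incubated with DTT at 0.8 mM final as the reducing agent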
Hsp70 act = Hsp70 transcriptional activation, primary screen. HeLa Hsp70 promoter luciferase reporter, luminescence; scaled: vehicle 0, proteasome-inhibitor control 100%. activation, % at 10 µM. 200,000 compounds, 0.04% hits. AID 1203;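 active means activation above the mean across all tested compounds plus 3 SD, cutoff set per campaign, cut at about 5.5% in these data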;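 further: 100% = MG132 at 30 µM as the positive control and 0% = DMSO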
S1P3 antag = S1P3 (human) receptor antagonism | Q99500 | CHO S1P3 NFAT-BLA reporter, FRET fluorescence, antagonist mode | inhibition, % at 4.98 µM | 170,000 compounds, 0.27% hits | AID 485;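 active means inhibition above the plate cutoff, the mean inhibition of test wells on that plate plus 3 SD, cut at about 28% in these data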;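 further: cells challenged with S1P at its EC80 of 0.8 µM; blue over green emission ratio from cleaved BLA substrate after 4 h stimulation; 0% = S1P-stimulated wells and 100% = unstimulated DMSO-only wells; some compounds past the cut are filed as inactive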
Target sequence (Q99500 whole entry, looked up): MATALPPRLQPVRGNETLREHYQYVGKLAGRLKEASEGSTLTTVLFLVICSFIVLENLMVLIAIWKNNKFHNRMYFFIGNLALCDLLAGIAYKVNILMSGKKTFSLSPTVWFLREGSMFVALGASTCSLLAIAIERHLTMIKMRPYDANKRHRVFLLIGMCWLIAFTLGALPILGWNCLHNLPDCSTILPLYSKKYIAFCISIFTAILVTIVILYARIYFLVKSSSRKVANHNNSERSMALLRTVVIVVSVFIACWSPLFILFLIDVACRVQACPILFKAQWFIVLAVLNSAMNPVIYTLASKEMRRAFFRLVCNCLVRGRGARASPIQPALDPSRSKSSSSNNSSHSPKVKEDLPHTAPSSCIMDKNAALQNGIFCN
TLR4-MyD88 BLA = blocks binding of human TLR4 to MyD88 | inhibition, % at 8.4 µM | O00206+Q99836 | 200,000 compounds, 0.18% hits | HeLa CL3-4 TLR4/MyD88 BLA complementation, FRET ratio; in the data active means inhibition above about 25%;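 further: 0% = vehicle and 100% = reference inhibitor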
RAM inhibit = blocks the yeast RAM network; S. cerevisiae dse1pr::URA3 reporter, 5-FOA growth OD615, 2 d; analog-sensitive cbk1-as2 kinase mutant strain; inhibition, % at 50 µM; 190,000 compounds, 1.8% hits; AID 868;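 active means inhibition above a set limit, 3 SD over mean compound inhibition, cut at about 8.4% in these data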;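 further: 0% = DMSO-only wells with no growth and 100% = 10 µM 1-NA-PP1 full growth; inhibition rescues growth on 5-FOA so higher OD means more RAM inhibition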
An asterisk follows results filed as active; x = not tested or not shown. Unless noted, no stated cut-off is given here; in the data, active means inhibition above about 50%; inactive means the rest.

SMILES	G6PDH CS	Diaph act CS	PMI act satM6P	PMI act	L major viab	Diaphorase inh	DTT redox prof	Hsp70 act	S1P3 antag	TLR4-MyD88 BLA	RAM inhibit
Cc1ccccc1C(=O)N1CCN(c2ccc(NC(=O)c3ccccc3[N+](=O)[O-])cc2)CC1	16	x	x	x	-2	x	0.1	-0.4	5	6	3.9
COc1cc(/C(C)=N/NC(=O)Cc2c(C)[nH][nH]c2=O)ccc1O	6	0.9	0.9	0.8	-1	6	0.0	-0.3	-21	-11	1.9
CN1CCN(Cc2nc(N)nc(Nc3ccc4c(c3)OCCO4)n2)CC1	5	1.1	1	1.1	3	-11	2.1	0.6	-31	3	1.1
Clc1cccc(Cc2ccc(Cl)nn2)c1	5	0.8	1	1	-3	16	9.2	-0.3	-3	-8	1.5
O=c1oc2ccccc2c(Nc2ccccc2)c1[N+](=O)[O-]	5	1	1.2	1.1	3	4	5.2	-0.3	x	1	0.7
Cn1cc(C2CC(c3ccccc3)=NN2C(=O)c2ccccc2)c2ccccc21 (stereo unspecified)	8	0.7	0.8	0.8	5	27	0.2	-0.4	-3	-3	2.5
CCOC(=O)c1ccc(NCc2nc3ccccc3[nH]2)cc1	-4	1.1	1	0.9	46	-9	-0.6	0.1	-34	-11	1.5
Cn1c(CNC(=O)Nc2ccccc2Cl)nnc1SCc1ccccc1	10	0.9	0.9	1.1	3	9	1.9	-0.3	2	-8	0.8
CCC1=Nc2cc(C(=O)NCC3CCCO3)ccc2Sc2ccc(Br)cc21 (stereo unspecified)	6	1	1	0.9	-1	4	-0.3	-0.3	1	6	0.9
O=C(Nc1nc(-c2ccc(F)cc2)cs1)C1CCCO1 (stereo unspecified)	1	0.9	0.9	0.9	1	13	0.2	0.3	18	2	-1.0
COc1ccc(C2=NOC(C(=O)Nc3cc(Br)ccc3O)C2)cc1OC (stereo unspecified)	-39	0.9	0.9	0.9	8	14	0.6	-0.4	-30	2	1.8
O=C(Nc1ccon1)c1csc2ccccc12	1	1.1	1	0.9	-5	-5	2.5	-0.7	4	-1	3.0
CN1CCN(C(=O)c2ccc(CS(=O)(=O)c3c(Cl)cccc3Cl)o2)CC1	7	1	1.1	1.2	-6	-3	0.0	-0.2	-7	-7	0.0
Cn1c(SCC(=O)NCc2ccccc2)nc2ccccc21	6	1.1	1.1	1	3	-7	-0.4	0.0	x	0	0.2
Cc1ccc(S(=O)(=O)N2CCC(N3CCCCCC3)CC2)cc1	2	0.8	1	1	95*	17	0.3	-0.1	x	-5	1.3
CCN(CC(=O)Nc1cc(Cl)ccc1C)c1ncnc2sc(C)c(C)c12	-2	0.8	0.9	0.9	11	18	0.2	-0.1	-3	-3	-0.8
CCCCN(CCCC)S(=O)(=O)c1ccc(SCC(=O)OCC)c([N+](=O)[O-])c1	2	0.8	0.9	0.8	-8	20	0.3	-0.1	x	-5	6.2
O=c1[nH][nH]cc1C=Nc1cc(Cl)ccc1O	6	0.6	1.1	0.8	25	36	-0.7	0.0	-19	1	1.1
COc1ccc(N(CC(=O)N2CCN(c3ccc(F)cc3)CC2)S(=O)(=O)c2c(C)n[nH]c2C)cc1	12	0.9	1	1	-2	9	0.2	-0.2	-20	-8	0.3
CCC(=O)N1N=C(c2ccc(C)o2)CC1c1ccc(Br)cc1 (stereo unspecified)	14	0.8	0.8	0.8	43	16	-0.2	-0.4	-4	-2	1.2
Cc1noc(NS(=O)(=O)c2ccc(N3CC(O)=C(c4ccccc4)C3=N)cc2)c1C	3	0.9	1.1	1	-11	5	-0.1	0.1	-10	-3	4.3
Cc1ccc(C(c2c(C)n(C)n(-c3ccccc3)c2=O)c2c(C)n(C)n(-c3ccccc3)c2=O)s1	0	1	1.3	1.3	94*	-1	-0.3	-0.1	-11	-1	0.5
CC(C)C(C(=O)C=[N+]=[N-])N1C(=O)c2ccccc2C1=O (stereo unspecified)	5	1	1.1	1.1	0	-4	2.2	-0.3	-8	-5	-0.1
COc1ccc(NS(=O)(=O)c2ccc(N3CCOCC3)c(NC(=O)c3cccc(F)c3)c2)cc1	-3	0.8	0.9	1	13	17	-0.2	-0.2	7	-3	1.9
Cn1c(OCc2cccnc2)nc2c1c(=O)n(Cc1ccccc1)c(=O)n2C	-33	0.9	0.9	0.9	14	11	0.9	-0.3	x	11	0.6
Cc1cc(NC(=O)c2ccc(Br)c(S(=O)(=O)N3CCCC3)c2)no1	8	0.9	0.8	0.8	6	12	0.5	-0.2	18	-1	1.2
COCCCNCCCCSc1ccc(Cl)cc1	8	0.9	1	1	95*	10	0.2	0.0	-3	-4	1.0
CSc1cccc(CN2CCCC(CO)(Cc3cccc(Cl)c3)C2)c1 (stereo unspecified)	12	x	x	x	1	x	0.3	-0.2	-5	8	0.1
Cc1ccccc1S(=O)(=O)c1c(C)cc(C)n(C(C)C)c1=O	2	0.8	0.9	0.9	89*	16	-4.2	-0.3	x	6	-0.5
O=C(C1CCC1)N1CCc2cc(S(=O)(=O)NC3CCCc4ccccc43)ccc21 (stereo unspecified)	7	0.9	1.1	1	-5	7	0.1	-0.2	x	5	3.1
CC(C)(C)c1nc2scc(-c3ccc(Cl)cc3)c2c(=O)o1	14	1.1	1.1	1.1	5	-6	0.6	-0.3	x	-6	5.9
CCC(C(=O)Nc1ccncc1)c1ccccc1 (stereo unspecified)	-4	0.9	1	1	47	9	0.1	-0.3	-1	-11	1.1
OCCN1CCN(C(=S)c2ccc(Cl)c(Cl)c2)CC1	12	0.9	0.9	0.8	85*	12	0.6	0.0	-22	10	3.4
COc1ccc(OC)c(NC(=O)CCN2CCN(Cc3ccccc3)CC2)c1	-1	0.8	0.8	1	-4	16	0.6	-0.3	-16	-9	1.9
O=C(O)C(CCCCN1C(=O)c2ccccc2C1=O)N1C(=O)c2ccccc2C1=O (stereo unspecified)	-4	1	1.1	1.1	-2	4	1.2	-0.2	9	13	-0.1
CC(Nc1cccc(F)c1)C(=O)Nc1ccc(S(N)(=O)=O)cc1 (stereo unspecified)	1	0.9	1.1	1	10	6	-1.8	-0.3	-8	-3	-0.1

Complete entries from above.
Record of O=c1[nH][nH]cc1C=Nc1cc(Cl)ccc1O : G6PDH CS = 6; Diaph act CS = 0.6; PMI act satM6P = 1.1; PMI act = 0.8; L major viab = 25; Diaphorase inh = 36; DTT redox prof = -0.7; Hsp70 act = 0.0; S1P3 antag = -19; TLR4-MyD88 BLA = 1; RAM inhibit = 1.1
Record of CN1CCN(Cc2nc(N)nc(Nc3ccc4c(c3)OCCO4)n2)CC1 : G6PDH CS = 5; Diaph act CS = 1.1; PMI act satM6P = 1; PMI act = 1.1; L major viab = 3; Diaphorase inh = -11; DTT redox prof = 2.1; Hsp70 act = 0.6; S1P3 antag = -31; TLR4-MyD88 BLA = 3; RAM inhibit = 1.1

Later entries
SMILES	G6PDH CS	Diaph act CS	PMI act satM6P	PMI act	L major viab	Diaphorase inh	DTT redox prof	Hsp70 act	S1P3 antag	TLR4-MyD88 BLA	RAM inhibit
Cn1c(NC(=O)c2ccc(S(=O)(=O)N3CCCCC3)cc2)cc(=O)n(C)c1=O	-1	1	1.1	1.1	-2	2	-0.4	-0.1	14	10	0.9
Cc1ccsc1/C=C1/SC(N2CCOCC2)=NC1=O	-8	0.8	1	0.8	-8	18	-0.1	-0.5	4	2	1.3
CC(=O)NC(Cc1c[nH]c2ccccc12)C(=O)O (stereo unspecified)	5	1	1.1	1	-12	4	0.3	-0.1	-12	-3	1.4
COc1ccc(C2CCCN2C(=O)c2cccs2)cc1 (stereo unspecified)	2	0.9	1.1	1	-8	6	1.9	0.3	23	3	1.5
CCOc1cc(C2C(C(=O)OC(C)C)=C(C)NC3=C2C(=O)CCC3)cc([N+](=O)[O-])c1O (stereo unspecified)	9	0.8	0.9	0.9	8	16	-0.8	0.1	-15	9	3.4
O=C(Oc1cccc2cccnc12)c1cccc(-n2cnnn2)c1	4	1	0.7	1	-6	4	0.2	0.4	-25	15	1.6
Cc1cc(C)n2c(-c3ccccc3Cl)nnc2n1	6	0.8	1	1	-5	16	0.3	-0.3	-19	0	0.8
O=C1CSC(c2ccccc2Br)N1c1ccc(Cl)cn1 (stereo unspecified)	-1	0.8	0.9	0.9	15	16	-0.5	0.4	-8	-8	7.6

Of the compounds above, these contain an aryl methoxy group.
SMILES	G6PDH CS	Diaph act CS	PMI act satM6P	PMI act	L major viab	Diaphorase inh	DTT redox prof	Hsp70 act	S1P3 antag	TLR4-MyD88 BLA	RAM inhibit
COc1cc(/C(C)=N/NC(=O)Cc2c(C)[nH][nH]c2=O)ccc1O	6	0.9	0.9	0.8	-1	6	0.0	-0.3	-21	-11	1.9
COc1ccc(C2=NOC(C(=O)Nc3cc(Br)ccc3O)C2)cc1OC (stereo unspecified)	-39	0.9	0.9	0.9	8	14	0.6	-0.4	-30	2	1.8
COc1ccc(N(CC(=O)N2CCN(c3ccc(F)cc3)CC2)S(=O)(=O)c2c(C)n[nH]c2C)cc1	12	0.9	1	1	-2	9	0.2	-0.2	-20	-8	0.3
COc1ccc(NS(=O)(=O)c2ccc(N3CCOCC3)c(NC(=O)c3cccc(F)c3)c2)cc1	-3	0.8	0.9	1	13	17	-0.2	-0.2	7	-3	1.9
COc1ccc(OC)c(NC(=O)CCN2CCN(Cc3ccccc3)CC2)c1	-1	0.8	0.8	1	-4	16	0.6	-0.3	-16	-9	1.9
COc1ccc(C2CCCN2C(=O)c2cccs2)cc1 (stereo unspecified)	2	0.9	1.1	1	-8	6	1.9	0.3	23	3	1.5

Compounds as they come; any-hit rate near 12%.
